Source: PubChem
GALR2 blocker = antagonists of human galanin receptor 2 (GALR2); O43603; GALR2-expressing cells, antagonist mode; inhibition, % at 4 µM; 0.39% of 140,000 active; in the data active = inhibition above about 27%;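 note: cells stimulated with galanin 1-16 at roughly its EC80; 0% = agonist challenge control and 100% = basal control without agonist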
Target sequence (O43603 whole entry, looked up): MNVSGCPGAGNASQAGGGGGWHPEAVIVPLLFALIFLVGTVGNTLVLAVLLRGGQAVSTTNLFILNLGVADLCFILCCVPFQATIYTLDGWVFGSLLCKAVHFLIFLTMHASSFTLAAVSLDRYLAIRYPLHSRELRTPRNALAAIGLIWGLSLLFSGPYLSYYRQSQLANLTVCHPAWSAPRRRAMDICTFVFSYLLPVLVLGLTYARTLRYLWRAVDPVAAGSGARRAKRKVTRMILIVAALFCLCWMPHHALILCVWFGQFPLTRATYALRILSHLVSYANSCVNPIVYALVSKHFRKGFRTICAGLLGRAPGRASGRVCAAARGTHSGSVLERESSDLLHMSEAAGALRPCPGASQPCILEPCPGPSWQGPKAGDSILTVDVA
Yeast life ext = yeast lifespan extension. S. cerevisiae growth with nicotinamide, OD615; deaD strain in restrictive glucose medium. inhibition of the nicotinamide effect, % at 10 µM. 0.68% of 130,000 active;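 active = inhibition above a set limit, placed 3 SD over the median of all compounds, cut at about 26% in these data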;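 note: 0% = nicotinamide-treated wells and 100% = cells grown without nicotinamide; some compounds called inactive have numbers as strong as hits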
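Measured by: optical density (absorbance) at 615 nm; System: modified budding yeast, DeaD strain; Medium: restrictive CSMM-D dextrose medium; Timing: 4 h preincubation then 48 h treatment at 30 °C.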
E-sel TNF inh = TNF alpha driven E-selectin expression inhibition | HUVEC TNFa-induced E-selectin immunofluorescence, high content | inhibition, % at 2 µM | 0.71% of 120,000 active | AID 1246;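 active = inhibition above the batch mean plus 3 SD, and confirmed as a hit on visual image review, cut at about 43% in these data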;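 note: 0% = TNF-stimulated DMSO wells and 100% = unstimulated control wells; not every result past the cut was called active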
Phagocytosis inh = blocks phagocytosis by macrophages | inhibition, % at 5 µM | 0.07% of 110,000 active | J774A.1 macrophage IgG-bead phagocytosis, imaging;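 active = inhibition above the mean of the plate negative controls plus 5 SD, cut at about 13% in these data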;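 note: phagocytic index as fraction of beads internalized from green versus red external bead signal; plate controls were DMSO negative control for no effect and cytochalasin-D positive control for full effect; some results beyond the cut were filed as inactive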
MRP-1 activ = activates MRP-1; H69AR cells + doxorubicin, viability rescue, CellTiter-Glo; viability increase, % at 10 µM; 0.61% of 140,000 active;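 active = viability gain under doxorubicin at or above a set limit, the compound median plus 3 SD, cut at about 4.7% in these data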;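 note: MRP-1 overexpressing cells given doxorubicin 25 µM after compound pretreatment; 18-22 h compound pretreatment then 72 h with doxorubicin before readout; 0% = doxorubicin-only wells and 100% = vehicle-treated cells without doxorubicin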
HCT116 PTEN-null = suppresses growth of cells with PTEN deletion; 1.2% of 140,000 active; AID 827; viability, % at 10 µM; HCT116 PTEN-null viability, CellTiter-Glo, 60 h; stronger effect = lower value;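 active = viability at or below a set limit, 4 SD under the median of all tested compounds, cut at about 3.7% in these data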;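 note: PTEN knockout HCT116 line with beta catenin targeted HCT116 as companion control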
HCT116 bCat-KO = beta-catenin-lacking colon tumor cell growth suppression; AID 818; HCT116 beta-catenin knockout viability, CellTiter-Glo, 60 h; stronger effect = lower value; viability, % at 10 µM; 1.5% of 140,000 active;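 active = viability at or under a set limit, the compound median less 4 SD, cut at about 6% in these data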;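 note: 0% = Hyamine 1622 control at 20 µM and 100% = untreated cell control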
Measles CPE = protection of cells from measles virus | Measles virus-infected cells, CPE protection, absorbance | 1.5% of 140,000 active | protection (pct of control), % at 4 µM; in the data active = protection mostly above about 24%, no sharp cut-off; inactive = mostly below about 26%; note: some compounds called inactive have numbers as strong as hits
NPY Y2 blocker = NPY-Y2 (human) receptor antagonism. NPY-Y2 expressing cells, antagonist mode. inhibition, % at 2.7 µM. 0.99% of 140,000 active; in the data active = inhibition above about 17%;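 note: 0% = vehicle with agonist challenge and 100% = reference antagonist with challenge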
Target sequence (P49146 whole entry, looked up): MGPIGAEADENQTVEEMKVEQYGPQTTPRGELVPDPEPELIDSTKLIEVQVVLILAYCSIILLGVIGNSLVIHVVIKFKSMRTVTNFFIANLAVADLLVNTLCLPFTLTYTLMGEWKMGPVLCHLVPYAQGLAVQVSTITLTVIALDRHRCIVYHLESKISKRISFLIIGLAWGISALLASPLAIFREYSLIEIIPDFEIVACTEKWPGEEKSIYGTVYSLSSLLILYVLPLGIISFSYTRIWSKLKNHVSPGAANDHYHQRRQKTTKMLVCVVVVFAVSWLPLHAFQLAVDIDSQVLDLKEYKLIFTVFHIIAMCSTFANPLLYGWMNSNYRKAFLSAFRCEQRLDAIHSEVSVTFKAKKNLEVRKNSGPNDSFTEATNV
BB579 growth dn = yeast BB579 growth reduction in restrictive medium; S. cerevisiae BB579 growth, OD615, 48 h; inhibition, % at 10 µM; 0.51% of 140,000 active; AID 804;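 active = inhibition above a set limit, 3 SD over the mean compound inhibition, cut at about 44% in these data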; note: inactives centre near -24
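System: Saccharomyces cerevisiae DeaD strain BB579, replicative lifespan model yeast | Buffer or medium: Restrictive glucose-based CSMM-D medium | Times: 4 h preincubation and 48 h exposure at 30 °C | Detection: OD615 turbidity measurement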
Numbers without * were called inactive; nt = no result given.

SMILES | GALR2 blocker | Yeast life ext | E-sel TNF inh | Phagocytosis inh | MRP-1 activ | HCT116 PTEN-null | HCT116 bCat-KO | Measles CPE | NPY Y2 blocker | BB579 growth dn
CC(=O)Nc1ccc([C@H]2[C@H](C)CC[C@H]3C(=O)N4[C@@H](CC[C@@H](C)[C@@H]4c4ccc(NC(C)=O)cc4)C(=O)N32)cc1 | -1.8 | -2.6 | nt | nt | -2.1 | 100.6 | 93.5 | 7.5 | -0.9 | -15.9
COC(=O)CCc1c(C)c(C#N)c2nc3ccccc3n2c1N1CCCC1 | -8.1 | -4.2 | 4.0 | -1.5 | -1.2 | 85.2 | 92.4 | 4.8 | 3.0 | -38.8
S=C(NC1CCCCC1)N1CCN(C/C=C/c2ccccc2)CC1 | -2.1 | -7.8 | 3.4 | -3.6 | -3.5 | 86.0 | 87.5 | 3.4 | 1.0 | -15.9
CCCCn1c(CCNC(=O)CC)nc2ccccc21 | 13.1 | 0.5 | -11.9 | 1.3 | -0.7 | 112.8 | 101.3 | 8.1 | 1.8 | -12.9
COc1ccc(C(=S)Nc2ccc(N(C)C)cc2)cc1 | 7.4 | -7.9 | -4.2 | nt | -2.2 | 88.5 | 98.4 | 53.9 | 0.1 | -31.7
COc1ccc2oc(C)c(C(N)=O)c2c1 | 16.6 | -9.3 | -18.4 | -1.9 | -0.6 | 100.8 | 98.8 | 23.8 | -0.1 | -14.8
CCOC(=O)C1=C(N)N2C(=O)C(C)SC2=C(C(=O)OC)C1c1ccccc1OC (centres undefined) | 7.5 | 1.5 | -0.3 | 3.1 | -0.1 | 96.6 | 96.4 | 25.5 | 3.2 | -49.4
COc1ccccc1-c1cc(C(=O)NCCc2ccccc2)no1 | -8.3 | -13.3 | 4.7 | 1.7 | -2.4 | 28.6 | 29.6 | 2.1 | 10.1 | -55.5
Cc1c(C(=O)C(=O)N2CCCc3ccccc32)c2ccccc2n1C | -7.6 | 5.1 | nt | nt | -3.7 | 19.6 | 25.2 | 3.0 | 1.6 | -29.3
CCOC(=O)C1=C(CN2CCN(c3ccc(F)cc3)CC2)NC(=O)NC1c1cccs1 (centres undefined) | 3.1 | -8.9 | -13.3 | -0.2 | -3.8 | 42.3 | 55.2 | 18.8 | 3.2 | -3.2
O=C(O)C1CCCCC1C(=O)Nc1ccc2c(c1)OCCO2 (centres undefined) | 1.5 | -5.2 | nt | -3.5 | -1.5 | 99.3 | 84.2 | 4.4 | 2.1 | 12.8
CCCN1C(=O)/C(=C/c2ccc(C)o2)SC1=Nc1ccc(OC)cc1 | -8.9 | -4.9 | 20.7 | nt | -2.6 | 77.7 | 81.0 | 30.9 | 4.7 | -28.6
S=c1[nH]nc(-c2cccnc2)n1-c1ccccc1 | -2.3 | nt | 6.6 | nt | -2.1 | 104.1 | 95.5 | 3.6 | 4.4 | -36.1
Cc1ccc(-c2cc(C(=O)N/N=C/c3ccco3)n[nH]2)s1 | 4.6 | -4.0 | 4.5 | nt | 1.2 | 101.5 | 101.7 | 5.1 | 0.2 | -1.8
COc1cccc(-c2cc(C(F)(F)F)n3ncc(S(=O)(=O)c4ccccc4)c3n2)c1 | 1.5 | -2.8 | 39.5 | nt | -2.2 | 92.2 | 91.1 | 2.0 | 1.0 | -24.4
COc1cc(C(=O)N/N=C2\CCS(=O)(=O)c3ccc(F)cc32)cc(OC)c1OC | 2.1 | 2.1 | -16.8 | -5.6 | -2.5 | 89.6 | 95.6 | 2.2 | 3.5 | -4.1
CCOC(=O)C1=C(C)NC2=C(C(=O)CC(C)(C)C2)C1c1ccsc1 (centres undefined) | 8.7 | -5.9 | 12.8 | -1.4 | -2.7 | 87.1 | 91.4 | 2.2 | 1.2 | -7.9
COc1ccccc1C(=O)N(CN1CCCC1=O)c1cccc(Cl)c1 | 3.6 | -6.3 | -9.8 | -0.1 | -0.1 | 104.5 | 108.0 | 0.9 | 1.7 | -19.3
CCn1c(C)[n+](CC(O)COCC2CC=CCC2)c2ccccc21 (centres undefined) | -0.9 | 7.5 | 7.3 | -0.5 | -1.2 | 77.5 | 84.0 | 21.9 | 4.0 | -19.0
CC(C)(C)C(=O)N1CCN(c2ccc([N+](=O)[O-])c(-n3nc(-c4ccccc4)c4ccccc4c3=O)c2)CC1 | 4.9 | 1.8 | -7.4 | nt | -1.1 | 88.3 | 92.1 | 21.7 | 0.0 | -44.8
CCn1c(C(=O)N2CCC(Cc3ccccc3)CC2)cc2sccc21 | 1.3 | -2.5 | -6.8 | 1.0 | -1.3 | 88.7 | 86.8 | 28.4 | 2.5 | 2.4
CCC(CC)C(=O)Nc1cc(C(=O)OC)cc(C(=O)OC)c1 | -8.5 | 0.2 | -13.2 | -0.7 | -0.8 | 106.5 | 102.8 | 6.7 | -0.1 | 3.3
O=C(Nc1c2c(nc3ccccc13)CCCC2)c1cccc([N+](=O)[O-])c1 | 8.6 | 20.7 | 3.3 | -7.4 | -4.1 | 62.4 | 73.7 | 2.3 | 2.5 | -48.5
CCc1ccc(N2C(=O)c3ccc4c5c(ccc(c35)C2=O)CC4)cc1 | -8.1 | -6.7 | -24.4 | nt | 0.6 | 105.1 | 115.7 | 6.1 | -2.3 | -11.9
COc1ccc(CCNC(=O)CC2Nc3ccccc3NC2=O)cc1 (centres undefined) | -0.8 | -8.8 | nt | 0.1 | -0.8 | 87.5 | 92.6 | 6.2 | 1.2 | -78.2

Laid out differently: entries from further up.
Structure	GALR2 blocker	Yeast life ext	E-sel TNF inh	Phagocytosis inh	MRP-1 activ	HCT116 PTEN-null	HCT116 bCat-KO	Measles CPE	NPY Y2 blocker	BB579 growth dn
Cc1c(C(=O)C(=O)N2CCCc3ccccc32)c2ccccc2n1C	-7.6	5.1	nt	nt	-3.7	19.6	25.2	3.0	1.6	-29.3
CCOC(=O)C1=C(CN2CCN(c3ccc(F)cc3)CC2)NC(=O)NC1c1cccs1 (centres undefined)	3.1	-8.9	-13.3	-0.2	-3.8	42.3	55.2	18.8	3.2	-3.2

(continued)
SMILES | GALR2 blocker | Yeast life ext | E-sel TNF inh | Phagocytosis inh | MRP-1 activ | HCT116 PTEN-null | HCT116 bCat-KO | Measles CPE | NPY Y2 blocker | BB579 growth dn
CCC1(C)Cc2c(sc3c2c(=O)n(C)c2nnc(SCCc4ccccc4)n32)CO1 (centres undefined) | 10.6 | -0.9 | -35.1 | -0.9 | -6.0 | 88.8 | 95.9 | 6.6 | 4.3 | -36.3
O=C(CSc1n[nH]c(-c2cc(Cl)ccc2Cl)n1)NCCN1C(=O)CSC1=O | 7.0 | 0.1 | 4.8 | nt | -0.4 | 88.9 | 87.6 | 1.8 | 0.7 | -18.6
N#CCSc1ncnc2c1cnn2CCO | -10.2 | -9.8 | -13.6 | -4.4 | -3.1 | 89.3 | 80.5 | 6.6 | 0.2 | -32.4
Cc1ccccc1NC(=S)NNC(=O)c1cccnc1 | 3.0 | 0.9 | 4.1 | -2.0 | -1.8 | 101.5 | 94.8 | 8.9 | 0.8 | -59.5
O=c1[nH][nH]c(-c2ccccc2)c1C=Nc1ccccc1 | 12.7 | -16.6 | -69.3 | -1.2 | -0.1 | 107.7 | 97.1 | 16.5 | 0.5 | -22.6
COc1ccc(CN2CCN(C(=O)c3cc(OC)c(OC)c(OC)c3)CC2)cc1OC | 0.1 | 0.4 | -9.7 | nt | 1.6 | 87.7 | 92.3 | 16.3 | 0.1 | -13.7
O=c1cc(CSc2nnc(COc3ccccc3Cl)o2)nc2sccn12 | -1.2 | -14.1 | nt | -1.7 | 1.8 | 99.1 | 100.6 | 6.5 | 4.0 | -54.6
CCOC(=O)C1=C(C)N(C)C(=O)NC1c1ccc(C)s1 (centres undefined) | -1.2 | 4.7 | -34.7 | -1.8 | 0.1 | 98.1 | 100.1 | 13.7 | 3.5 | -9.6
CCOP(=O)(c1ccccc1)C(O)c1ccccc1 (centres undefined) | 15.2 | 2.9 | nt | -3.6 | -0.2 | 101.2 | 98.8 | 2.0 | 3.3 | -14.3
Cc1ccc(CNC(=O)C2CCN(S(=O)(=O)c3cccs3)CC2)o1 | 1.9 | -4.6 | -3.9 | nt | -3.3 | 100.7 | 92.4 | 8.0 | 2.9 | -8.2
Cc1ccc(S(=O)(=O)Nc2ccc(-c3nc4ccc(C)cc4s3)cc2)cc1 | 0.4 | 6.1 | nt | -1.1 | 2.5 | 85.0 | 89.1 | 16.4 | 0.0 | -33.2
O=C(NCCCN1CCOCC1)c1ccc(CNS(=O)(=O)c2ccc(Br)cc2)cc1 | -9.1 | -0.2 | 9.3 | 1.0 | -1.0 | 93.8 | 89.7 | 3.5 | -0.5 | -23.0
Cc1cccc(N2CCN(c3ccc(N4C(=O)CCCC4=O)cc3[N+](=O)[O-])CC2)c1C | 2.0 | -2.3 | -7.5 | -5.0 | -2.5 | 81.7 | 90.9 | 3.7 | -1.4 | -11.4
C=CCN(CCNP(=O)(OCC)OCC)CP(=O)(OCC)OCC | -0.5 | -13.3 | nt | nt | -0.7 | 98.7 | 93.3 | 2.1 | 0.2 | -19.3
C(#Cc1ccccc1)C[N+]1(CC#Cc2ccccc2)CCCC1 | 3.9 | 2.4 | -0.6 | -3.2 | -2.8 | 68.7 | 76.7 | 6.1 | 7.4 | 11.5
COc1ccc(N=C(N)N=C(N)N)c(OC)c1 | -0.8 | -2.7 | nt | -0.4 | 0.7 | 94.9 | 88.2 | 8.8 | -0.8 | -11.2
CCCCN(CC)C(=O)CN(C)S(=O)(=O)c1cccc2nsnc12 | -2.4 | 3.9 | nt | nt | -2.0 | 97.1 | 104.0 | 6.6 | 3.0 | -16.7
CC(=O)N1CCc2cc(S(=O)(=O)NC(CC(C)C)C(=O)N3CCn4c3nc3ccccc34)ccc21 (centres undefined) | -10.7 | -4.8 | -9.8 | -0.5 | -0.8 | 94.7 | 89.3 | 22.4 | 1.1 | -38.1
COc1cc(C)c(S(=O)(=O)Nc2ccc(CC(=O)O)cc2)cc1C | 4.9 | -3.1 | -23.3 | nt | -0.6 | 96.7 | 97.7 | 7.6 | -1.1 | -19.6
CC1CN(c2oc(-c3ccccc3Cl)nc2C#N)CC(C)O1 (centres undefined) | -12.4 | -17.1 | nt | -1.0 | -1.9 | 80.8 | 93.7 | 0.0 | 3.7 | -31.8
Cc1ccc(OCC(=O)NCc2cccs2)cc1 | -11.6 | -2.0 | 10.5 | 0.3 | -0.9 | 104.2 | 91.1 | 5.0 | 1.0 | -64.9
CCC(=O)N1CCc2cc(S(=O)(=O)NCCCN(CC)Cc3ccccc3)ccc21 | 5.5 | -14.1 | -12.0 | nt | -2.9 | 84.2 | 82.5 | 3.8 | 3.6 | -51.5
COc1ccccc1NC(=O)c1ccc(NC(=O)COC(=O)C2CC2C)cc1 (centres undefined) | 5.4 | -6.9 | nt | 1.3 | -1.3 | 94.9 | 95.9 | 4.2 | 2.7 | -4.3
c1ccc(OCc2nn3c(-c4ccccn4)nnc3s2)cc1 | -0.3 | -9.0 | nt | 1.3 | 0.9 | 99.1 | 97.1 | 9.3 | 1.7 | -17.2
c1ccc(-c2csc3nnc(SCc4ccc5c(c4)OCCO5)n23)cc1 | 1.0 | nt | -37.5 | nt | -2.2 | 85.0 | 86.6 | 21.1 | 3.3 | -37.0
Brc1ccc(-c2nnc(SCCC3OCCCO3)o2)cc1 | -8.0 | -11.8 | -34.1 | nt | 1.9 | 107.3 | 103.3 | 22.0 | 7.9 | -54.2
